Bioassay records as filed in PubChem.
EPAC2 antagonist: EPAC2 (human) antagonism; EPAC2 GEF exchange of Rap1B-BODIPY-GDP, fluorescence; Potency, µM (titrated, usually from 114 µM), inactives show top-dose activity, negative = inhibition, hits mostly inhibitors; Q8WZA2; hit rate 0.18% among 360,000; further: on the % scale 0 is the no-effect control and ±100 the full control effect; nearly all actives have a fitted effect of over 45% in size; many of its hits are not listed in these tables
EPAC1 antagonist: blocks human EPAC1 exchange factor. O95398. EPAC1 GEF assay, Rap1b-BODIPY-GDP exchange fluorescence. Potency, µM (titrated, usually from 115 µM), for inactives: at the highest dose activity change, negative = inhibition, most hits filed as inhibitors. hit rate 0.14% among 360,000. AID 720709;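 further: plate controls were vehicle for no effect and positive control for full effect; nearly all actives have a fitted effect of over 50% in size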
EPAC1 ag: EPAC1 (human) agonism; O95398; EPAC1 agonist qHTS, biochemical assay; response scale: 100% = response to 6.5 mM cAMP; Potency, µM (titrated, usually from 154 µM), for inactives: at the highest dose activation, most hits filed as activators; hit rate 0.073% among 360,000; further: nearly all actives have a fitted effect of over 60% in size
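Nucleotide exchange by EPAC1 (100 nM) on Rap1B–BODIPY-GDP (250 nM) in the presence of 50 uM GDP is tracked fluorescently at 480/540 nm over 30 min. Signals are normalized to a 6.5 mM cAMP control.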
aSyn yeast inh: alpha-synuclein toxicity inhibition in yeast | hit rate 0.14% among 370,000 | Potency, µM (doses to about 46.1 µM), without a hit: at the highest dose growth rescue (activation), hits mostly activators | Yeast expressing alpha-synuclein, growth rescue, BacTiter-Glo, 24 h; further: % of control where 0% means no effect; nearly all actives have a fitted effect of over 65% in size
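Screening used galactose-induced yeast with toxic alpha-synuclein levels, exposed to compound for 24 hr at 30 deg C. Cell growth, read with BacTiter-Glo luminescence, gave the measured signal.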
EPAC2 agonist: agonists of human EPAC2 (RAPGEF4); Potency, µM (doses to about 154 µM), for inactives: at the top dose activation, hits mostly activators; AID 720711; hit rate 0.079% among 360,000; Q8WZA2; EPAC2 activation, biochemical qHTS; response scale: 100% = 6.5 mM cAMP response; further: nearly all actives have a fitted effect of over 50% in size
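qHTS, titration series. 100 nM EPAC2 / 250 nM Rap1B-BODIPY-GDP / 50 uM GDP; RT; ex 480/em 540 nm, 5-min reads to 30 min. Norm. to 6.5 mM cAMP = activation.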
TDP-43 yeast inh: TDP-43 toxicity inhibition in yeast; TDP-43 expressing yeast growth rescue, BacTiter-Glo, 24 h; Potency, µM (top dose mostly 46.1 µM), for the others: at the highest dose growth rescue (activation), actives largely listed as activators; hit rate 1.8% among 410,000; further: % of control where 0% means no effect; nearly all actives have a fitted effect of over 50% in size
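Yeast cells expressing TDP-43 under galactose induction are exposed to compounds for 24 hr at 30 deg C. BacTiter-Glo luminescence measures growth, so protective compounds score as activators.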
PTHR1 ag: agonists of human PTHR1 parathyroid hormone receptor; Q03431; Potency, µM (top dose mostly 115 µM), inactives show at the highest dose activation, usual class: activators; HEK293 GP2 PTHR1 cells, GloSensor cAMP luminescence, 1 h; hit rate 0.075% among 410,000; further: nearly all actives have a fitted effect of over 55% in size; some results filed as inactive show a strong effect at the top dose; inactives centre near -15; many of its hits are not listed in these tables
Target sequence (Q03431 whole entry, looked up): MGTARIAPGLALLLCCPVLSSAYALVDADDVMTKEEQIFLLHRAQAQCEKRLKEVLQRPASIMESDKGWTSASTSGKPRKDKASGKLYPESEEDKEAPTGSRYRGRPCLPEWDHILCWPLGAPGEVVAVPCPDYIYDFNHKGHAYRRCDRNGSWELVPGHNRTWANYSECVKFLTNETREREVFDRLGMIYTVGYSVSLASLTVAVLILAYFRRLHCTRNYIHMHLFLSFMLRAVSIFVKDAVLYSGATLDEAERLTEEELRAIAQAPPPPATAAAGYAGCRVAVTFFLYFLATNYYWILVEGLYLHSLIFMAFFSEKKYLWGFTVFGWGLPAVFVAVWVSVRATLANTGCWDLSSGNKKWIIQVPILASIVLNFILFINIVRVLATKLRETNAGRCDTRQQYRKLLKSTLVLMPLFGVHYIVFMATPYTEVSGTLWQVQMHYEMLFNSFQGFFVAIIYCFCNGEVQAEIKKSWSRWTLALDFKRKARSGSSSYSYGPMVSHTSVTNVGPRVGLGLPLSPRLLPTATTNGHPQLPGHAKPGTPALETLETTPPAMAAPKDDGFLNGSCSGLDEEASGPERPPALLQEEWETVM
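HEK-293-derived GP2 cells expressing PTHR1 and a GloSensor cAMP reporter, 3,000/well, plated overnight, given luciferin plus IBMX (each 0.5 mM as added) for 1 h at 37 °C, then compound for 1 h at 37 °C. Luminescence was read after 15 min at room temperature.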
FUS yeast rescue: rescues growth of FUS-expressing yeast | S. cerevisiae FUS-expressing, growth rescue, OD600, 24 h | Potency, µM (highest dose often 76.6 µM), for inactives: top-dose growth rescue (activation), most hits filed as activators | hit rate 0.24% among 390,000 | AID 1347120;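 further: plate controls were DMSO vehicle for no effect and reference control for full effect; nearly all actives have a fitted effect of over 55% in size; some results filed as inactive show a strong effect at the top dose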
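Toxicity suppression screen in FUS-yeast. Cells induced with 2% galactose, starting OD 0.005, treated 24hr at 30C with compounds at multiple final concentrations; growth by OD600.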
Numbers without * were called inactive; i = inactive; ? = inconclusive; / = no result given; [ ] = another dose, or the depositor's remark. The call rests on the fitted dose curve; in most records, active means well fitted curve in the direction sought with a large enough effect; inconclusive means small, poorly fitted or top-dose-only effect, or another doubt; inactive means no such curve, though single readings can be large; an effect the other way counts as inactive or inconclusive. Potency means the concentration at half of the fitted maximal effect. These rows are one share of the data (hit frequency here may not be typical).

Value order – EPAC2 antagonist	EPAC1 antagonist	EPAC1 ag	aSyn yeast inh	EPAC2 agonist	TDP-43 yeast inh	PTHR1 ag	FUS yeast rescue
C/C(=N\NC(=O)c1cccs1)c1ccc2c(c1)OCO2
    5%	-1%	3%	-1%	-3%	-7%	i	-18%
CC(=O)N(C(C)=O)N1C(=O)C2C3c4ccccc4C(c4ccccc43)C2C1=O (stereo not drawn)
    -12%	7%	-20%	-21%	-1%	22µM*	-45%[inhibitor]	3%
O=C(Cc1ccccc1)NCC(=O)N/N=C/c1ccc([N+](=O)[O-])s1
    8%	3%	10%	-2%	1%	5%	i	-1%
CCc1nn2c(=O)cc(COc3cccc(NC(=O)c4ccco4)c3)nc2s1
    3%	4%	8%	-2%	-1%	9%	-4%	20%
CC(C)CNC(=O)COC(=O)c1n[nH]c2ccccc12
    12%	-1%	-2%	0%	4%	2%[9.22 µM]	i	1%
CC(C)(C)c1cc(-c2n[nH]c(=S)n2-c2ccccc2F)n[nH]1
    0%	8%	9%	1%	6%	-12%	i	-5%
CC(C)c1ccc(N(CC(=O)NCCc2ccccc2)C(=O)c2csnn2)cc1
    -14%	-3%	4%	6%	1%	-4%	-76%[inhibitor]	22%
Cc1oc2c(CN3CCCCC3C)c(O)ccc2c(=O)c1-c1ccc(Br)cc1 (stereo not drawn)
    -22%	0%	7%	14%	4%	0%	-10%	-7%
O=C(COC(=O)c1ccc(-c2ccc([N+](=O)[O-])cc2)o1)NC(=O)NC1CCCCC1
    -4%	-20%	16%	9%	-21%	13%	-42%[inhibitor]	/
Cc1ccc(S(=O)(=O)C=CS(=O)(=O)c2ccc(C)cc2)cc1
    -2%	-9%	11%	-80%[inhibitor]	-6%	-93%[inhibitor]	-12%	9%
Cc1cnc(NC(=O)C2CCCC2)s1
    -1%	0%	11%	3%	1%	?	-8%[57.5 µM]	15%
CN(C)CC(O)COC(c1ccccc1)c1ccccc1 (stereo not drawn)
    2%	-11%	10%	-4%	10%	-19%	i	17%
O=C(Nc1ccc(CN2CCOCC2)cc1)c1cc(Br)ccc1Cl
    -1%	6%	-4%	-9%	9%	-7%	-46%[inhibitor]	-11%
C=CCOC(=O)COc1ccc2c(C)c(C)c(=O)oc2c1C
    17%	13%	-2%	-7%	-6%	?	-6%[57.5 µM]	20%
CCCCN(C(=O)Cc1ccc(S(=O)(=O)N2CCOCC2)s1)c1c(N)n(CC(C)C)c(=O)[nH]c1=O
    -1%	15%	-6%	-1%	3%	2%	-36%[inhibitor]	13%
CCn1ccc(C(=O)Nc2ccc(Cl)cn2)n1
    2%	3%	2%	0%	16%	21%	-17%	-24%
C=CCN1C(=O)N(/C=C/C)c2cccc3cccc1c23
    -6%	-2%	18%	7%	18%	?	-23%	35%
COc1ccc(C(c2nnnn2Cc2cccs2)N2CCN(c3ccc(F)cc3)CC2)cc1OC (stereo not drawn)
    -1%	-6%	7%	3%	-2%	4%	i	19%
CC1CCCCN1C(=O)c1ccccc1NC(=O)c1ccco1 (stereo not drawn)
    2%	-1%	0%	1%	5%	-2%	i	7%
CCOC(=O)c1c(NC(=O)CSc2nnc(C)c(=O)[nH]2)sc(C)c1-c1ccc(C)cc1
    ?	3%	-6%	-9%	-16%	-25%	-29%	11%
CCn1nc(C)c(CNC(=O)Nc2ccc3c(c2)OCO3)c1C
    5%	11%	-4%	-5%	12%	8%	-59%[inhibitor]	2%
O=C(Cc1ccccc1)Nc1c(Cl)ccc2nsnc12
    0%	22%	5%	1%	11%	-9%	i	3%
c1ccc(-c2nc3ccccn3c2-c2ccccc2)cc1
    -14%	-12%	-3%	-2%	7%	?	-40%[inhibitor]	7%
CCOC(=O)c1[nH]c2c(OCC)nc(OCC)nc2c1Br
    -3%	-15%	-10%	-7%	-2%	4%	i	/
Cc1ccccc1CN1CCN(C/C=C/c2ccccc2)CC1
    7%	7%	5%	23%	8%	-5%	-17%[57.5 µM]	0%
O=C1C(Nc2ccccc2)=C(NS(=O)(=O)c2ccccc2)C(=O)c2ccccc21
    24%	7%	-9%	-6%	1%	-23%	-2%	/
CCOc1ccccc1C(C(=O)NCCOC)N(CCOC)C(=O)Cn1nnc2ccccc21 (stereo not drawn)
    8%	-26%	-4%	0%	6%	-2%[9.22 µM]	i	18%
Cc1c(C(=O)NCCc2ccc(S(N)(=O)=O)cc2)cccc1[N+](=O)[O-]
    -12%	4%	-4%	?	-3%	6%	i	-4%
NCCCn1c(C(=O)c2cc(Cl)c(N)c(Cl)c2)c2ccccc2[n+]1[O-]
    13%	3%	11%	1%	10%	11%	-2%	-16%
Cc1cccc(CN2CCN(CC(C)C)C(CCO)C2)n1 (stereo not drawn)
    -4%	7%	-4%	-21%	9%	-7%	7%	16%

In the list so far, 5 contain a thiophene ring, fused or not:
Value order – EPAC2 antagonist	EPAC1 antagonist	EPAC1 ag	aSyn yeast inh	EPAC2 agonist	TDP-43 yeast inh	PTHR1 ag	FUS yeast rescue
C/C(=N\NC(=O)c1cccs1)c1ccc2c(c1)OCO2
    5%	-1%	3%	-1%	-3%	-7%	i	-18%
O=C(Cc1ccccc1)NCC(=O)N/N=C/c1ccc([N+](=O)[O-])s1
    8%	3%	10%	-2%	1%	5%	i	-1%
CCCCN(C(=O)Cc1ccc(S(=O)(=O)N2CCOCC2)s1)c1c(N)n(CC(C)C)c(=O)[nH]c1=O
    -1%	15%	-6%	-1%	3%	2%	-36%[inhibitor]	13%
COc1ccc(C(c2nnnn2Cc2cccs2)N2CCN(c3ccc(F)cc3)CC2)cc1OC (stereo not drawn)
    -1%	-6%	7%	3%	-2%	4%	i	19%
CCOC(=O)c1c(NC(=O)CSc2nnc(C)c(=O)[nH]2)sc(C)c1-c1ccc(C)cc1
    ?	3%	-6%	-9%	-16%	-25%	-29%	11%

Additional compounds.
Value order – EPAC2 antagonist	EPAC1 antagonist	EPAC1 ag	aSyn yeast inh	EPAC2 agonist	TDP-43 yeast inh	PTHR1 ag	FUS yeast rescue
O=C1CCN(Cc2cccnc2)CCN1[C@H](CO)Cc1ccccc1
    1%	9%	6%	0%	8%	-12%	-3%	-7%
N#CC(C#N)=Cc1cc2ccccc2nc1N1CCCCC1
    ?	?	-4%	-13%	23%	-16%	-10%	25%
COc1ccc(CN2CCN(Cc3ccc(OC)c(OC)c3OC)CC2)cc1
    -7%	1%	0%	6%	-7%	12%	i	-2%
CC(=O)c1ccc(OCC(O)CN2CCc3ccccc3C2)cc1 (stereo not drawn)
    2%	?	6%	-11%	12%	-23%	-5%	6%
Cc1ccc(CN2C(=O)S/C(=C\c3ccccc3OCC(=O)O)C2=O)cc1
    -20%	?	5%	-2%	-2%	13%	-22%	14%
CN1CCCCC1(C)C(=O)NCc1ccc(F)cc1 (stereo not drawn)
    1%	0%	3%	2%	3%	21%	i	-13%
CN(c1ccc(C(=O)NCc2ccccn2)cc1)S(=O)(=O)c1ccc(Cl)cc1
    ?	-4%	1%	18%	-4%	-6%	-24%	25%
CCc1ccc2nc(NC(=O)c3ccc(N4C(=O)CCC4=O)cc3)sc2c1
    4%	-5%	10%	8%	-5%	2%	-6%	11%
COc1ccccc1N1CCN(C2CCCN(C(=O)c3ccccn3)C2)CC1 (stereo not drawn)
    4%	22%	17%	0%	10%	4%	-24%	-9%
CCC(C)C(=O)Nc1ncc2c(n1)CC(c1cccs1)CC2=O (stereo not drawn)
    15%	2%	0%	4%	-1%	13%	-5%[57.5 µM]	13%
CCOCCc1nn2c(=O)cc(CSCC(=O)Nc3ccc(OC)cc3)nc2s1
    2%	4%	-4%	9%	-5%	3%	i	0%
C=CCNC(=O)c1n[nH]c2c1CC(C(C)(C)CC)CC2 (stereo not drawn)
    ?	2%	0%	-40%[inhibitor]	5%	-26%	-41%[inhibitor]	7%
COc1ccc(CNC(=O)COC(=O)CC(NC(N)=O)c2ccc(Cl)cc2)cc1OC (stereo not drawn)
    7%	4%	-4%	2%	3%	29%	-25%	/
COc1ccc(C2CC(=O)C=C(NNS(=O)(=O)c3ccc(C)cc3)C2)cc1 (stereo not drawn)
    8%	-5%	3%	2%	1%	8%	i	/
COc1ccc(OC)c(S(=O)(=O)N2CCCC(C(=O)NCc3ccncc3)C2)c1 (stereo not drawn)
    6%	1%	-4%	1%	1%	-4%	-10%	-6%
CC(=O)c1ccc(-c2ccc(C(=O)NCC3CCCO3)o2)cc1 (stereo not drawn)
    -11%	-21%	-56%[inhibitor]	-5%	8%	19%	i	21%
Cc1cccnc1NC(=O)C1CCN(S(=O)(=O)c2ccc3ccccc3c2)CC1
    5%	-7%	?	4%	6%	23%	i	12%
O=C(Oc1cccc(NC(=O)c2ccccc2Cl)c1)c1ccc([N+](=O)[O-])cc1
    -3%	-9%	0%	15%	1%	13µM*	i	30%
O=C(Nc1cc(S(=O)(=O)N2CCCC2)ccc1OCC(F)(F)F)c1ccc(F)cc1
    7%	-7%	-5%	2%	-4%	-4%	i	/
CC1=C(C(=O)Nc2cccc(C(=O)NCc3ccc(F)cc3)c2)SCCO1
    -10%	-14%	11%	1%	3%	3%	i	21%
Cc1ccc([C@H]2C(C(=O)O)=CC[C@@H](c3ccc(Cl)c(Cl)c3)N2S(=O)(=O)c2ccc(C)cc2)cc1
    ?	?	-10%	8%	-5%	7%	-11%	-10%
CN(C(=O)CSc1nnnn1-c1ccccc1)C1CCS(=O)(=O)C1 (stereo not drawn)
    -2%	-15%	-2%	-6%	4%	10%	i	31%
Clc1ccccc1-c1nnc2sc(-c3cccs3)nn12
    -2%	-2%	3%	2%	-5%	7%	-4%[57.5 µM]	30%
CC(Oc1ccc(Cl)cc1Cl)C(=O)Nc1ccc(OCC(=O)O)cc1 (stereo not drawn)
    -13%	8%	4%	0%	3%	-1%	-3%	-22%
CC(=O)c1c(C(C)=O)c(C)n(-c2ccc(N)cc2)c1C
    13%	-2%	7%	-3%	13%	4%	-4%[57.5 µM]	-13%
Cc1ccc(N2CCN(/N=C/c3c(C)nn(-c4ccccc4)c3Cl)CC2)cc1
    -17%[57.1 µM]	-23%	-11%	-5%	-5%	-5%	i	-32%
COCCn1c(SCC(=O)Nc2cc(C)on2)nnc1C(C)C
    11%	-9%	-4%	-1%	5%	-24%	10%	19%
COc1ccc(-n2c(N)c(C(=O)NCC3CCCO3)c3nc4ccccc4nc32)c(OC)c1 (stereo not drawn)
    -6%	5%	0%	0%	15%	-8%	i	42%
CCc1c(C)nc(SCC(=O)Nc2nc(-c3ccc(OC)cc3)cs2)[nH]c1=O
    2%	1%	-1%	7%	6%	0%	-65%[inhibitor]	-1%
